# Granule exo inh: blocks lytic granule exocytosis; 0.66% of 360,000 active; inhibition, % at 10 µM; TALL-104 LAMP-1 surface exposure, flow cytometry; cells stimulated with thapsigargin and PMA; AID 651702;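 active means inhibition above about 55%, limit read from the data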
# MC4R antagonist: blocks human MC4R cAMP signaling; MC4R-expressing cells, MTII-stimulated cAMP, LANCE TR-FRET; AID 540295; inhibition, % at 6.5 µM; P32245; 0.48% of 360,000 active;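 active means inhibition above its plate's cutoff, the mean of tested wells on that plate plus 3 SD, cut at about 29% in these data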;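 further: 0% = Melanotan II alone and 100% = Melanotan II plus saturating MCL0020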
# Target sequence (P32245 whole entry, looked up): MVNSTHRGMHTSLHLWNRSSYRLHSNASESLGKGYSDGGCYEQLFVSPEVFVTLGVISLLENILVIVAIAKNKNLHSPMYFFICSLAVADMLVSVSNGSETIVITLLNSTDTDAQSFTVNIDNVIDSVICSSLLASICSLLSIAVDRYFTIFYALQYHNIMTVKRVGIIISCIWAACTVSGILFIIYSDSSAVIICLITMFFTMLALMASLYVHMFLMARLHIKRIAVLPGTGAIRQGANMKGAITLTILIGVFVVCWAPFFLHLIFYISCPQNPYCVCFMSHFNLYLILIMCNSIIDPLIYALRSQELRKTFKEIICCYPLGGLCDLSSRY
#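 Material: human MC4R-expressing U2OS cells. Probe or stimulus: Melanotan II challenge. Dosing: 6.5 µM single dose. Times: 30-min compound, 1-h challenge, 1-h detection, room temperature. Technique: TR-FRET with Eu-cAMP and labeled anti-cAMP, 671 nm. Replication: singlicate.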
# Vif inh: inhibitors of HIV Vif; HEK293T cells, Vif self-association by quenched fluorescence, imaging, 24 h; inhibition, % at 7.49 µM; 0.35% of 340,000 active; in the data active means inhibition above about 50%, passing the limit was not always enough; further: some results filed as inactive read as strong as hits
# TLR9-MyD88 inh: inhibitors of human TLR9-MyD88 binding; inhibition, % at 4.98 µM; Q9NR96+Q99836; 0.21% of 340,000 active; AID 504734; CHO BLA complementation TLR9-MyD88, CCF4 FRET ratio;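 active means inhibition above the mean over all tested compounds plus 3 SD, cut at about 21% in these data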;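 further: 0% = DMSO only wells and 100% = clavulanate BLA inhibitor control wells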
# NOD2 RIPK2 PPI: blocks binding of human NOD2 to RIPK2. O43353. CHO BLA complementation NOD2-RIPK2, CCF4 ratio. inhibition, % at 4.98 µM. 0.38% of 360,000 active; in the data active means inhibition above about 21%;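 further: 0% = vehicle only and 100% = reference blocker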
# Target sequence (O43353 whole entry, looked up): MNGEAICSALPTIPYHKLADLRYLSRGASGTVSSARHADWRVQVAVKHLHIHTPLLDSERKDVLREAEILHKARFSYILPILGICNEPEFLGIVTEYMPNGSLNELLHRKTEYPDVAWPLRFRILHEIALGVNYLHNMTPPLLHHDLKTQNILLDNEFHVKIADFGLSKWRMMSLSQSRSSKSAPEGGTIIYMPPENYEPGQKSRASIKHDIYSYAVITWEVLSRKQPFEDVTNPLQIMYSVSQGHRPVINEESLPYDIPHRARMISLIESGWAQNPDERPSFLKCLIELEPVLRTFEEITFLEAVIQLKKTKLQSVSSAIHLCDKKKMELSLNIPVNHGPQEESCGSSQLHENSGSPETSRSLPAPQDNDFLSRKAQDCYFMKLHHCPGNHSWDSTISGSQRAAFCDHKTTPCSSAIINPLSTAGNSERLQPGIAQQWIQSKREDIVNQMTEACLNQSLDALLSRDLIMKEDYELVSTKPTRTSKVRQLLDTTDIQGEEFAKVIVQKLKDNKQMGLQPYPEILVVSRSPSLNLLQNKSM
# aDG glyco up: alpha-DG glycosylation activation. Pro5-aDG cells, alpha-DG glycosylation AlphaScreen (IIH6); 0% Pro5, 100% B10-LARGE cell signal. activation, % at 10 µM. 0.22% of 360,000 active. AID 624168;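 active means activation of at least 8% versus controls, or a plate z-score of at least 8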;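 further: Pro5 are CHO cells carrying HIG-tagged alpha-DG that lacks glycosylation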
# MC4R barr agon: human MC4R agonism via beta-arrestin | P32245 | U2OS MC4R beta-arrestin complementation, luminescence; percent of melanotan II response, DMSO zero | activation, % at 8.9 µM | 0.98% of 360,000 active;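 active means activation above a per-plate cutoff, the mean activation of sample wells on that plate plus 3 SD, cut at about 8% in these data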
# N-glyco inh: blocks N-linked glycosylation in D54 reporter cells; D54 ERlucT glycosylation luciferase reporter, 24 h; percent of 100 nM tunicamycin response; reporter increase, % at 12.5 µM; 0.23% of 360,000 active; AID 588692;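 active means mean luciferase reporter signal, scaled so untreated is 0 and the glycosylation-blocking control 100, at or above a set limit in every replicate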;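 further: luciferase carries N-glycosylation sites so blocking glycosylation raises the light; 0% = median of neutral control wells and 100% = median of 100 nM tunicamycin wells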
# ABHD5-PLIN5 inh: blocks binding of human ABHD5 to perilipin-5 | Q00G26+Q8WTS1 | Split G. princeps luciferase complementation, luminescence, 4 h | AID 602281 | inhibition, % at 4 µM | 0.78% of 360,000 active;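 active means inhibition above the mean inhibition across every tested compound plus 3 SD, cut at about 22% in these data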;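 further: 0% = DMSO only wells and the 100% control is not disclosed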
# ABCB6 inh MLPCN: human ABCB6 transporter inhibition; Q9NP58; K562-ABCB6 porphyrin accumulation, flow cytometry, 1 h; stronger effect = lower value; fluorescence ratio to DMSO, % at 10 µM; 0.19% of 360,000 active;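 active means fluorescence ratio to DMSO below 75%, the collection mean minus 3 SD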;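 further: signal is porphyrin accumulated inside mitochondria; 100% equals median channel fluorescence of DMSO control wells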
# An asterisk follows results filed as active; . = not tested or not shown. Some of the compounds tested; count on the stated rates, not on these rows.
SMILES,Granule exo inh,MC4R antagonist,Vif inh,TLR9-MyD88 inh,NOD2 RIPK2 PPI,aDG glyco up,MC4R barr agon,N-glyco inh,ABHD5-PLIN5 inh,ABCB6 inh MLPCN
CC1CCCC(C)N1C(=O)COc1ccc(C(=O)Nc2ccccc2N2CCOCC2)cc1 (configuration not stated),-13,21,-8,-9,-3,0.0,2.1,0,0,95
COc1ccc(Cl)cc1NC(=O)CCCC(=O)c1ccccc1,8,1,-3,8,-8,0.1,-1.7,-1,-5,61*
O=C(NCCOc1ccccc1)c1ccc2n[nH]nc2c1,1,3,-4,7,5,-0.1,-1.1,0,5,102
Cc1cc(C(=O)Oc2ccccc2C(=O)O)c(C)o1,-2,1,14,-11,-2,-0.2,-0.2,0,-2,90
CC1CN(C(=O)C(C)N2CCN(c3cccc(Cl)c3)CC2)CC(C)O1 (configuration not stated),1,-2,2,5,-2,-0.1,-0.7,-1,5,88
O=C(C(NS(=O)(=O)c1cccs1)c1ccccc1)N1CCN(c2ccccc2)CC1 (configuration not stated),1,1,-15,-2,-10,-0.1,-2.0,-1,-9,104
CCCCNC(=O)C1(C)CCN1C(=O)c1cccnc1Oc1ccccc1 (configuration not stated),0,3,23,.,3,-0.1,0.3,2,4,98
CC(C)NC(=O)NC(=O)COC(=O)/C=C/c1ccccc1[N+](=O)[O-],-11,5,12,-8,-1,0.3,-0.5,3,-1,100
Cc1ccc(C(=O)Nc2c(C)cc(-c3ccc(Cl)cc3)oc2=O)cc1,0,-6,4,-14,-10,0.3,19*,0,2,95
CCOC(=O)C1CCc2c(ccc3ccccc23)N1CCC#N (configuration not stated),-1,-1,-10,4,1,0.0,-0.9,0,2,94
Cc1ccc(-c2nc3cccnc3o2)cc1NC(=O)COc1ccc(Cl)cc1C,-6,1,-3,3,6,-0.4,-1.6,1,2,90
O=C(CSc1nnc(-c2ccncc2)o1)Nc1nncs1,-5,3,3,-5,-5,0.4,-1.4,1,-12,101
O=C(c1c(F)cccc1Cl)N(Cc1ccco1)C1CCS(=O)(=O)C1 (configuration not stated),6,13,3,-7,-9,-0.3,2.1,1,1,102
CCOc1ccc(S(=O)(=O)Nc2cc(SCC(=O)O)c(O)c3ccccc23)cc1,0,-8,-3,6,4,3.9*,-0.1,9,-18,108
COc1ccc(C(=O)N2CCCC(C(N)=O)C2)cc1S(=O)(=O)N1CCOCC1 (configuration not stated),-3,2,-6,-5,0,0.0,-1.1,-1,5,92
COCCn1nnnc1CN1CCN(c2cccc(C(F)(F)F)c2)CC1,4,-3,-3,4,3,-0.1,0.4,1,-1,99
COc1cccc(-n2c(=O)n(Cc3ccccc3)c(=O)c3[nH]cnc32)c1,-1,9,-4,1,-11,0.1,-2.4,-1,-2,102
COc1ccc2[nH]c(C(=O)N(C)c3ccc(F)cc3F)cc2c1,2,-6,-3,0,10,-0.1,1.3,-1,4,97
CC/C(=C\c1ccc(N(C)C)cc1)c1ccncc1,0,-1,-3,1,0,-0.5,-0.3,-3,-2,92
COc1ccccc1CC(=O)NNC(=O)c1ccc(C(C)(C)C)cc1,-4,6,16,-6,6,0.5,-2.4,0,1,97

# Reformatted as tab-separated lines: two of the compounds above.
Molecule	Granule exo inh	MC4R antagonist	Vif inh	TLR9-MyD88 inh	NOD2 RIPK2 PPI	aDG glyco up	MC4R barr agon	N-glyco inh	ABHD5-PLIN5 inh	ABCB6 inh MLPCN
COCCn1nnnc1CN1CCN(c2cccc(C(F)(F)F)c2)CC1	4	-3	-3	4	3	-0.1	0.4	1	-1	99
COc1cccc(-n2c(=O)n(Cc3ccccc3)c(=O)c3[nH]cnc32)c1	-1	9	-4	1	-11	0.1	-2.4	-1	-2	102

# 4 entries out of the list, arranged by length of the SMILES, falling.
SMILES,Granule exo inh,MC4R antagonist,Vif inh,TLR9-MyD88 inh,NOD2 RIPK2 PPI,aDG glyco up,MC4R barr agon,N-glyco inh,ABHD5-PLIN5 inh,ABCB6 inh MLPCN
CCOc1ccc(S(=O)(=O)Nc2cc(SCC(=O)O)c(O)c3ccccc23)cc1,0,-8,-3,6,4,3.9*,-0.1,9,-18,108
COc1cccc(-n2c(=O)n(Cc3ccccc3)c(=O)c3[nH]cnc32)c1,-1,9,-4,1,-11,0.1,-2.4,-1,-2,102
O=C(c1c(F)cccc1Cl)N(Cc1ccco1)C1CCS(=O)(=O)C1 (configuration not stated),6,13,3,-7,-9,-0.3,2.1,1,1,102
COCCn1nnnc1CN1CCN(c2cccc(C(F)(F)F)c2)CC1,4,-3,-3,4,3,-0.1,0.4,1,-1,99

# Other records:
SMILES,Granule exo inh,MC4R antagonist,Vif inh,TLR9-MyD88 inh,NOD2 RIPK2 PPI,aDG glyco up,MC4R barr agon,N-glyco inh,ABHD5-PLIN5 inh,ABCB6 inh MLPCN
CN(C)c1ccc2c3c(ccc(N(C)C)c13)COC2,0,17,3,8,-5,0.1,-3.0,8,0,101
Cc1ccc(N(C(=O)c2sc(C)nc2C)C(C(=O)NCc2ccco2)c2ccccc2)cc1 (configuration not stated),0,4,0,-1,9,0.2,-2.7,-4,-1,100
CC(C)NC(=O)c1ccc(S(=O)(=O)N(C)C)cc1,-5,-1,-3,-6,-6,-0.4,-3.0,1,-5,90
Cc1cccc(OCC(=O)Nc2ccc3c(c2)nc(CCN2CCN(C)CC2)n3C)c1,4,5,6,-4,-9,0.1,-1.5,-6,-2,94
C#CCOCCOCCOCCNc1nc(N2CCN(C(=O)C(CCC(=O)O)n3cc(C(N)CC(C)C)nn3)CC2)nc(N2CCN(C(=O)C(Cc3cc4ccccc4[nH]3)n3cc(C(N)Cc4ccc(O)cc4)nn3)CC2)n1 (configuration not stated),-8,.,0,4,.,-0.1,.,1,.,108
COc1cccc(N2CCN(C(=O)CCc3nnc4ccc(N5CCCC5)nn34)CC2)c1,6,8,13,8,11,0.1,-4.8,5,3,101
CCOc1ccc(CCNC(=O)C2=C(C)C(=O)OC23CCC(C)CC3)cc1OCC (configuration not stated),-2,-3,-4,11,3,0.4,6.0,0,15,94
CCOC(=O)c1cn2nc(Oc3ccc(NC(C)=O)cc3)ccc2n1,8,1,-15,-1,10,-0.2,1.1,1,2,99
CCC(C)CCN1C(Nc2ccccc2)=NC[C@@H]1Cc1ccccc1 (some centres not stated),3,-1,0,-6,-3,0.0,-1.2,-2,-7,94
COc1cccc(OCC(O)CN2CCN(c3ncccn3)CC2)c1 (configuration not stated),-3,10,-3,-3,1,0.1,-1.6,1,3,100
COc1ccc(CN2C(=NC(=O)C3CCCO3)SC3CS(=O)(=O)CC32)cc1OC (configuration not stated),-15,20,-8,-2,-3,0.0,0.5,2,-12,97
Cc1[nH]c(=O)[nH]c(=O)c1S(=O)(=O)Nc1ccc(F)cc1Cl,7,1,-11,-5,-4,-0.1,-0.3,0,2,97
COc1cc(NC(=S)N2CCN(CCO)CC2)c(OC)cc1Cl,-1,22,-3,-4,-1,0.2,0.3,2,-1,104
N#CCC(=O)Nc1ccc(C(=O)OCC(=O)NCCCc2ccccc2)cc1,-3,5,0,6,-8,0.0,-1.5,1,5,101
CCC(Oc1ccccc1)C(=O)Nc1ccsc1C(=O)OC (configuration not stated),1,2,-13,4,-11,0.2,0.7,-4,-6,94
Cc1cc(C)c(OCCCCCNCCO)c(C)c1,-1,20,-2,-6,4,0.0,1.9,-3,-1,100
Cc1cccc(C)c1NC(=O)C1(NC(=O)C2CCC(=O)N2)CCCCC1 (configuration not stated),7,15,-7,6,4,-0.1,-2.3,1,0,98
COc1ccc(NC(=O)N2CCOCC2)cc1,-12,-1,8,4,-12,0.0,-0.1,1,-6,104
COC(=O)C1=C(C)N(Cc2ccc(C)cc2)C(=O)/C1=C\c1cc(OC)c(OC)c(OC)c1,2,11,0,-11,0,-0.3,-2.8,5,16,102
Cn1c(CC(=O)NNC(=O)c2ccc(F)cc2Cl)nc2ccccc21,2,0,-13,-4,5,0.0,-3.7,1,8,102
CN(c1ccccc1)S(=O)(=O)c1cccc(NC(=O)Cc2n[nH]c(=O)c3ccccc23)c1,3,10,-3,-3,3,-0.3,-0.6,-5,1,97
Cc1cc(/C=C(\C#N)C(=O)NCc2ccccc2)c(C)[nH]1,-3,-6,0,-2,3,-0.2,-0.9,2,2,94
Cc1cccc(CN2C(=O)NC(c3ccccc3)(c3ccccc3)C2=O)c1,-7,22,-1,-13,-7,0.2,-0.8,1,-6,93
NC(=O)c1ccsc1NC(=O)COC(=O)Cc1ccccc1Cl,-4,-6,-6,-10,-1,0.1,-0.6,1,5,99
CC(C)c1nnc(NC(=O)C2CCCN2C(=O)Nc2ccccc2F)s1 (configuration not stated),2,24,-1,0,0,0.2,0.9,0,-2,101
Cc1cc(C)cc(NC(=O)CN2CCN(c3ccccc3)CC2)c1,-8,5,-8,5,1,-0.1,-0.2,1,2,97
O=C(O)COc1ccc(Br)cc1/C=N/O,0,-3,0,10,-2,-0.1,0.1,6,7,99
COc1ccccc1CNC(=O)COC(=O)c1ccccn1,-2,-1,-9,7,4,0.1,-2.9,0,-2,99
Nn1c(SC/C=C/c2ccccc2)nnc1-c1ccco1,6,15,9,6,5,0.0,1.5,8,7,95
Cc1cccn2c(NCc3ccc4c(c3)OCO4)c(-c3ccc(O)cc3)nc12,-1,0,-2,1,-4,0.2,-1.2,-2,4,100
CCNC(=O)C1(C)CCCN(C(=O)c2sc(-c3ccccc3)nc2C)C1 (configuration not stated),4,3,12,.,-9,-0.1,0.0,3,-2,96
CC(C)=CCC[C@](C)(O[C@@H]1O[C@H](CO[C@@H]2OC[C@H](O[C@@H]3OC[C@@H](O)[C@H](O)[C@H]3O)[C@H](O)[C@H]2O)[C@@H](O)[C@H](O)[C@H]1O)C1CC[C@]2(C)C1[C@H](O)CC1[C@@]3(C)CC[C@H](O)C(C)(C)C3[C@@H](O)C[C@]12C (some centres not stated),17,-4,-2,1,2,0.1,-0.8,-1,5,99
COc1ccc(C2=NO[C@@H]3C(=O)N(C4CCCCC4)C(=O)[C@H]23)cc1OC,-2,18,-5,-7,-3,0.1,-1.4,1,-7,93
c1ccc(-c2cc(N3CCCCC3)c3ccccc3n2)cc1,5,4,0,-1,19,0.1,-1.6,-3,-5,94
C/C(=C\C(=O)c1ccc(Br)cc1)NCc1ccccc1,-3,4,3,-5,2,-0.1,-1.5,1,-1,97
COC(=O)C(Cc1cnc(Cl)s1)(C(=O)OC)c1ccccc1[N+](=O)[O-],0,0,.,-4,-11,-0.3,3.8,-2,3,87
CCOC(=O)c1n[nH]n2c1nc(=S)c1ccccc12,-6,26,-6,-1,2,0.1,-2.5,2,-2,102
CNC(=O)c1c(I)c(C(=O)NCC(=O)Nc2c(I)c(C(=O)O)c(I)c(C(=O)NCCO)c2I)c(I)c(N(C)C(C)=O)c1I,-7,4,2,-5,-7,0.7,-0.1,1,9,97
CS(=O)(=O)N(CC(O)Cn1c2ccccc2c2ccccc21)c1cccc2ccccc12 (configuration not stated),86*,14,-9,-16,-3,0.2,0.9,-2,16,104
COC(=O)c1cccc(NC(=S)N2CCOCC2)c1,1,-1,-20,-11,-1,-0.1,-0.5,2,-2,94
CC12CN(C(=O)c3ccc(Cl)cc3)C3(C#N)CC1CCC23C (configuration not stated),-1,-4,3,-10,-4,-0.2,-1.0,5,0,88
COc1ccc(Cc2nnc(Cl)c3ccccc23)cc1OC,-3,-5,4,1,6,-0.1,-1.1,2,4,90
CCN(c1ccccc1)S(=O)(=O)c1ccc(C(=O)Oc2ccc(C(C)=O)cc2)cc1,1,12,1,1,-1,-0.1,-1.4,2,1,99

# Screens deposited in PubChem by several laboratories.
